zVAD death inh – L929 zVAD cell death inhibition; L929 zVAD necroptosis rescue, ATP luminescence, 24 h; with zVAD 60 µM; viability rescue, % at 10 µM; hit rate 0.38% among 220,000; AID 1377;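 active means activation, scaled between plate controls, above about 75%, limit read from the data; inactive means activation under that limit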;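 further: 0% = zVAD with DMSO and 100% = DMSO alone without zVAD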
Rad51 HR inh – blocks human Rad51 in homologous recombination. Q06609. hRad51 DNA strand exchange, fluorescence dequenching. inhibition, % at 10 µM. hit rate 0.085% among 200,000;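 active means inhibition above 40% at the single screening dose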;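 further: 0% = DMSO control wells and 100% = blanks with heterologous ssDNA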
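Test system – preformed human Rad51 ssDNA filaments · Reagent – Donor/quencher-labelled 47-bp dsDNA substrate · Incubation – 37 °C 15-min filament assembly, 30-min compound preincubation, 15-min exchange · Signal – FRET fluorescence dequenching, excitation 485 nm, emission 520 nm · Read-out – percent inhibition from fluorescence, normalised to plate control and blank means · Benchmarks – plate control and blank wells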
eIF4E 4G PPI – blocks eIF4E binding to eIF4G; P63073+Q04637; TR-FRET eIF4E-eIF4GI(517-606) binding, 2 h; inhibition, % at 21.7 µM; hit rate 0.37% among 220,000;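 active means inhibition above about 30%, limit read from the data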;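 further: 0% = full FRET control wells and 100% = background wells lacking eIF4GI fragment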
m-calpain inh – inhibitors of pig calpain II | purified calpain II, fluorogenic peptide substrate, 30 min | AID 1236 | hit rate 0.37% among 220,000 | inhibition, % at 16 µM;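 active means inhibition above about 50%, limit read from the data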
PGE2 EP2 inh – blocks the human prostaglandin E2 receptor EP2; P43116; C6 glioma cells expressing human EP2, cAMP TR-FRET; cells stimulated with saturating PGE2; inhibition, % at 25 µM; hit rate 0.52% among 260,000;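 active means percent inhibition above 40 after rounding to a whole number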;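 further: rat C6 glioma host cells with rolipram phosphodiesterase inhibitor present; the protocol text gives 20 µM as final concentration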
14-3-3 Bad PPI – disrupts binding of bovine 14-3-3 zeta to phospho-Bad peptide. P63103. TR-FRET 14-3-3zeta/Dy647-pBad peptide displacement, 1 h. inhibition, % at 21.7 µM. hit rate 0.71% among 220,000;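 active means inhibition above about 70%, limit read from the data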;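 further: 0% = full 14-3-3 plus peptide FRET controls and 100% = background without 14-3-3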
Tb hexokinase – T. brucei hexokinase 1 inhibition. recombinant TbHK1, G6PDH-coupled NADH A340. inhibition, % at 10 µM. hit rate 0.11% among 220,000;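 active means inhibition of 50% or more in the single-dose primary screen; inactive means inhibition below 50%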
Hck-Nef inh – inhibitors of human Hck kinase activated by Nef | P08631 | Recombinant Hck-YEEI plus Nef, Z-Lyte FRET kinase assay | inhibition, % at 20 µM | hit rate 0.68% among 220,000;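 active means Hck-Nef kinase inhibition above about 50%, limit read from the data; inactive means inhibition below that limit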;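 further: 0% = DMSO with Hck plus Nef and 100% = Hck alone without Nef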
EP2 mod – modulators of human EP2 prostaglandin E2 receptor. AID 940. hit rate 0.83% among 260,000. EP2-expressing cells, cAMP HTRF FRET, PGE2 co-stimulation. induction, % at 25 µM;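 active means compounds whose cAMP rise, as percent of the full-agonist control response, exceeds 60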;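 further: rat C6 glioma line stably carrying human EP2 under a CMV promoter; the protocol text gives 20 µM as final concentration; 100% = response of wells given 1 µM PGE2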
An asterisk follows results filed as active; i = inactive; . = no result given; & = joins results of further samples; [ ] = remark or other dose. An excerpt, so the mix of outcomes need not match the whole.

The first two compounds, to show the layout:
SMILES	zVAD death inh	Rad51 HR inh	eIF4E 4G PPI	m-calpain inh	PGE2 EP2 inh	14-3-3 Bad PPI	Tb hexokinase	Hck-Nef inh	EP2 mod
C/C(N)=C(/C#N)C(=O)CSc1nnc(Nc2ccccc2)s1	-0.2	1	3	26	6	4	1	15	-55
OCC1(Cc2ccccc2)CCCN(Cc2cnn(-c3ccccc3)c2)C1 (stereo not given)	-1.4	-2	1	18	0	-10	0	-1	-45

The listing, from the start:
SMILES	zVAD death inh	Rad51 HR inh	eIF4E 4G PPI	m-calpain inh	PGE2 EP2 inh	14-3-3 Bad PPI	Tb hexokinase	Hck-Nef inh	EP2 mod
C/C(N)=C(/C#N)C(=O)CSc1nnc(Nc2ccccc2)s1	-0.2	1	3	26	6	4	1	15	-55
OCC1(Cc2ccccc2)CCCN(Cc2cnn(-c3ccccc3)c2)C1 (stereo not given)	-1.4	-2	1	18	0	-10	0	-1	-45
CCCCn1c(=NC(=O)c2ccco2)c(C(=O)OCC)cc2c(=O)n3cccc(C)c3nc21	-1.5	.	0	-7	9	-4	-27	34	-1
N#C/C(=C\N1CCCCC1)S(=O)(=O)c1ccc(Cl)cc1	-0.3	4	-3	1	5	6	-4	17	-15
CC(C)N(C(=O)c1ccc(C(=O)Nc2ccc([N+](=O)[O-])cc2)cc1)C(C)C	-0.1	-34	1	2	5	-2	56*	1	-19
NNC(=S)Nc1c(Br)cc(F)cc1Br	-0.5	-2	2	18	8	-15	-2	16	-26
COc1ccc(/C=C2\SC(=S)N(CC(=O)OCC(=O)Nc3ccc([N+](=O)[O-])cc3OC)C2=O)cc1	-0.8	-64	0	-77	5	-16	-16	24	34
COc1cc(/C=N/n2nnnc2Nc2ccccc2)cc(OC)c1OC	0.8	2	25	13	1	-2[fluorescence artefact?]	-13	6	-74
O=C(O)/C=C/C(=O)Nc1ccccc1-c1ccccc1NC(=O)/C=C/C(=O)O	0.3	0	5[fluorescence artefact?]	-5	12	-16	20	4	17
O=C(N/N=C/c1ccc(OCC(=O)N2CCCCC2)cc1)c1ccccc1	0.0	9	4	10	13	-1	-15	-1	-10
COc1ccc(Nc2nnc(SCC3CCCCO3)s2)cc1 (stereo not given)	17	11	0	29	4	-5	-6	2	-15
COc1ccc(CC(=O)NCC2(c3ccc(OC)c(OC)c3)CCOCC2)cc1	-0.7	0	2	12	.	1	0	5	-5
Cc1n[nH]c(C)c1S(=O)(=O)N1CCN(c2ccccn2)CC1	0.3	3	2	-25	11	-7[fluorescence artefact?]	0	-2	14
Cc1ccc(C(=O)Nc2ncc(Cc3ccc(F)cc3)s2)o1	0.5	.	1[fluorescence artefact?]	-39	10	12	-13	0	0&-31
O=C(N1CCOCC1)N1CCC(c2nc(-c3ccc(S(=O)(=O)N4CCOCC4)cc3)no2)CC1	2.1	0	2[fluorescence artefact?]	-21	8	73*	-8	2	4
O=S(=O)(c1ccc(Cl)cc1)N1CCN(S(=O)(=O)N2CCCCCC2)CC1	26	9	-1	-12	14	-9	-15	16	4
Cc1nn(Cc2c(F)c(F)c(F)c(F)c2F)c(C)c1NC(=O)c1cccc(COc2ccccc2Cl)c1	-0.1	2	-7	-2	13	-12	4	0	-1
O=C(Nc1ccc(N2CCOCC2)cc1)c1ccc(-c2ccccc2[N+](=O)[O-])o1	73	12	1	12	8	0	-6	18	-14
O=C(OC1CCOC1=O)c1cc(-c2ccccc2)nc2ccccc12 (stereo not given)	-0.5	4	2	-95	6	-1	-20	3	2
COc1cccc(C(=O)/C=C/c2ccc(OCC#N)c(OC)c2)c1	0.8	.	5[fluorescence artefact?]	-10	9	-10[fluorescence artefact?]	14	2	-55
CC(C)(C)Nc1c(N)c(=O)oc2ccccc12	0.0	-4	-1[fluorescence artefact?]	11	5	-14[fluorescence artefact?]	-25	5	-7
CCN(CC)S(=O)(=O)c1ccc(N2CCCC2)c(NS(=O)(=O)c2ccc(F)cc2)c1	0.0	9	2	22	9	-22	3	6	25
CN(C)S(=O)(=O)c1ccc(Cl)c(NC(=O)COc2ccccc2[N+](=O)[O-])c1	0.2	-2	-14[fluorescence artefact?]	23	6	-3[fluorescence artefact?]	10	-2	-1
CC(=O)n1cc([C@H]2C=C(C(=O)N3CCN(Cc4ccccc4)CC3)O[C@@H](OCc3ccc(CO)cc3)C2)c2ccccc21	-0.8	-7	-3	-21	-1	69	-11	-7	-43
O=C(Cc1ccccc1)Nc1ccc(C(=O)NCC2COc3ccccc3O2)cc1 (stereo not given)	5.7	1	0	3	6	4	2	0	-19
Cc1ccc(-n2c(SCC(=O)Nc3cccc(S(=O)(=O)NC4=NCCCCC4)c3)nc3ccccc3c2=O)cc1C	-0.4	6	4	-104	3	-6	-3	3	5
CC(=O)c1c(C)[nH]c(C(=O)OCc2c(F)cccc2Cl)c1C	1.4	-2	3	3	12	-10	-1	20	-87
Cn1cc(S(=O)(=O)N2CCN(C(=O)c3ccco3)CC2)c(=O)n(C)c1=O	1.5	-4	0	9	5	6	-2	-1	13
COC(=O)C(C)(C(=O)OC)c1ccc(C(F)(F)F)cc1[N+](=O)[O-]	0.1	15	-6	5	3	-5	-2	-11	16
CC(C)OC(=O)c1sc2nc(-c3ccccc3)ccc2c1N	4.7	-11	3	-118	13	-8	-3	0	8
Cc1csc(NC(=O)C2CCCN(S(=O)(=O)c3ccc4c(c3)oc(=O)n4C)C2)n1 (stereo not given)	0.8	11	1	-1	9	1	-12	2	-11
COc1ccccc1N1CCN(C(=O)c2ccccc2Oc2ccccc2)CC1	-0.5	-9	6	15	11	11	-13	-1	34
Cc1occc1-c1nnc(SCC(=O)N2CCCc3ccccc32)n1Cc1ccco1	-0.8	1	-2[fluorescence artefact?]	-47	18&13	5[fluorescence artefact?]	-3	1	-8&-43
COc1ccc(OC)c(-n2c(-c3ccc(O)cc3O)n[nH]c2=S)c1	1.3	8	7	1	10	-6	-15	2	-7
O=C(Nc1ccc(F)cc1)N1CCOCC1	1.6	3	-3	-10	4&6	-1	3	0	24&-2
CCN(CC)S(=O)(=O)c1ccc(NC(=O)c2cccs2)cc1	13	.	-1	-11	6	-7	-1	10	-14
O=C(COC(=O)c1cc(NS(=O)(=O)c2cccs2)ccc1O)Nc1cc(Cl)ccc1Cl	2.3	-9	8	-55	0	-11	31	42	-10
CCC(=O)Oc1ccc(C(=O)Nc2c[nH]c(=O)[nH]c2=O)cc1	-0.2	0	5	-8	1	-1	-1	0	-11
O=C(O)c1cccc(N2C(=O)CCC2=O)c1	0.3	.	-6	0	7	7	-6	19	29
Cc1cc(C)n(-c2nc(C)nc3sc4c(c23)CCC(C)C4)n1 (stereo not given)	0.8	1	-3	-30	2	0	-3	-2	31
CSc1nsc(SC)c1C(=O)O	1.7	-9	3	-7	7	0	0	27	13
COc1ccccc1NC(=O)CN(Cc1ccco1)C(=O)c1ccc(Cl)nc1	-0.1	-5	3	17	5	-1	5	-23	1
COc1cc(C(=O)Nc2nc(-c3cc(C)ccc3C)c(C)s2)ccc1OCC(=O)Nc1ccc(F)cc1	-0.2	-1	6	-50	11	-7[fluorescence artefact?]	-9	1	39
COCc1cc(C)nc(OCC(=O)N/N=C/c2ccc(C)cc2)c1C#N	2.3	17	0	15	5	13	-6	13	-34
COc1cc2c(C#N)c(N3CCCCC3)nc(N)c2c(N)n1	65	-6	-6	i	14	-4	-9	9	-4
C#CCSc1nc2ccccc2n1C(=O)c1ccc(S(=O)(=O)N2CCCCC2)cc1	1.4	2	8	13	13	5	4	6	-26
Cc1cc(C)nc(CC(N)=O)n1	0.0	-8	-13	-13	8	1	7	0	17
Cc1ccc(O)c(C(CC(=O)NCc2cccnc2)c2ccccc2)c1 (stereo not given)	-0.6	-5	-1	15	2	-3	-3	-16	-3
CCNc1c(N)c(=O)oc2ccccc12	0.2	2	-1	12	19	-3	-10	1	-14
COc1cc(/C=N/Nc2ccc(F)cc2F)cc(OC)c1OC	-0.2	-2	-1[fluorescence artefact?]	-18	17	-3	-11	1	-7
Cc1cc(C)c(C#N)c(SCc2ccccc2C)n1	.	.	4	5	2	2	2	5	57
c1ccc(N2CCN(c3ncccn3)CC2)cc1	0.4	-3	0	-12	0	-3	1	-3	5
COC(=O)c1[nH]nc(C(=O)OC(C)(C)C)c1-c1ccccc1	0.3	.	-4	-1	7	1	5	3	9
CC1CN(C(=O)C(Sc2ccccc2)c2ccccc2)CC(C)O1 (stereo not given)	-0.2	-2	-1	-8	5	1[fluorescence artefact?]	3	3	13
CC1(C)Cc2c(c(-c3ccccc3)[nH]c(=O)c2C#N)CO1	0.0	-4	-17	-30	13	6	-32	0	3
O=C1c2ccccc2C(=O)N1Cc1ccc2c(c1)OCO2	-0.5	4	-1	31	4	7[fluorescence artefact?]	3	4	-2
COC(=O)c1ccc(C(=O)OC)c(NC(=O)CS(=O)(=O)Cc2ccccc2)c1	0.0	-17	4	-129	0	3	0	3	30
COc1cccc(-n2c(SCC(=O)Nc3sc4c(c3C(N)=O)CCC4)nc3ccccc3c2=O)c1	0.1	7	-4	-74	4	-9	-12	1	29
CNS(=O)(=O)c1cnccc1N1CCN(c2cccc(C(F)(F)F)c2)CC1	0.2	3	-8	-23	16	-6	-1	-2	-36
COCCNCC(=O)N1CCCCCC1	1.2	2	-2	0	5	18	-3	-4	28
CCOC(=O)N1CCC(N(CCN(C)C)C(=S)Nc2ccccc2C)CC1	0.6	2	-1	-8	6	-9	-2	2	-3
CC(=O)Nc1ccc(S(=O)(=O)NCc2ccc(C)cc2)cc1	0.1	0	1	23	10	-9	2	1	5
CC(=O)c1cccc(NC(=O)c2ccc(C(=O)Nc3cccc(C(C)=O)c3)nc2)c1	2.7	1	7	-80	13	27	-15	20	13
